Bioassay records (PubChem BioAssay)
PrPC surface inh – inhibitors of human cell surface prion protein PrPC, primary screen, cell-based, TR-FRET; Major prion protein (Homo sapiens), P04156; inhibition, % at 13.8 µM; TR-FRET read-out; AID 720596, 2013; 370,000 compounds, 0.43% hits; in the data active means inhibition above about 24%; further: 0% = median of the test wells and 100% = reference compound wells
Yp Topo-I inh – Yersinia pestis topoisomerase I inhibitors, primary screen, biochemical, cleavage product accumulation, plate reader, single point. Y. pestis Topo-I cleavage product accumulation. activity, % at 10 µM. 360,000 compounds, 0.064% hits; in the data active means activity above about 50%, passing the limit was not always enough; further: inactives centre near 2
3CLpro inhibitor – SARS-CoV 3CLpro protease inhibitors, primary screen, biochemical, quenched FRET; Replicase polyprotein 1ab (Severe acute respiratory syndrome coronavirus), P0C6X7; 290,000 compounds, 0.14% hits; inhibition, % at 6 µM; AID 1706, 2009; recombinant SARS-CoV 3CLpro, quenched FRET peptide cleavage; in the data active means inhibition above about 12%
Vc quorum ag – inducers of Vibrio cholerae quorum light production without autoinducers, primary screen, BH1578 luxS cqsA deficient, single point; V. cholerae BH1578 lux reporter, luminescence, 6 h; activation, % at 18.7 µM; 350,000 compounds, 0.16% hits; in the data active means activation mostly above about 9.7%, no sharp cut-off; further: not every result past the cut was called active; inactives centre near 0; reference of the scale not given here
TcdB GH inh – TcdB glycohydrolase inhibitors, primary screen, biochemical, single point, plate reader; TcdB glycohydrolase enzymatic assay; inhibition, % at 9.99 µM; 350,000 compounds, 0.24% hits; AID 652162, 2013; in the data active means inhibition above about 10%
Anthrax LF inh2 – Bacillus anthracis LF protease inhibitors, primary screen, biochemical, multiplex microsphere, MLPCN library. Lethal factor (Bacillus anthracis), P15917. inhibition, % at 10 µM. multiplex microsphere protease cleavage assay. AID 588501, 2011. 360,000 compounds, 0.12% hits; further: plate controls were buffer without enzyme for full effect and enzyme alone for no effect
Target sequence (P15917 whole entry, looked up): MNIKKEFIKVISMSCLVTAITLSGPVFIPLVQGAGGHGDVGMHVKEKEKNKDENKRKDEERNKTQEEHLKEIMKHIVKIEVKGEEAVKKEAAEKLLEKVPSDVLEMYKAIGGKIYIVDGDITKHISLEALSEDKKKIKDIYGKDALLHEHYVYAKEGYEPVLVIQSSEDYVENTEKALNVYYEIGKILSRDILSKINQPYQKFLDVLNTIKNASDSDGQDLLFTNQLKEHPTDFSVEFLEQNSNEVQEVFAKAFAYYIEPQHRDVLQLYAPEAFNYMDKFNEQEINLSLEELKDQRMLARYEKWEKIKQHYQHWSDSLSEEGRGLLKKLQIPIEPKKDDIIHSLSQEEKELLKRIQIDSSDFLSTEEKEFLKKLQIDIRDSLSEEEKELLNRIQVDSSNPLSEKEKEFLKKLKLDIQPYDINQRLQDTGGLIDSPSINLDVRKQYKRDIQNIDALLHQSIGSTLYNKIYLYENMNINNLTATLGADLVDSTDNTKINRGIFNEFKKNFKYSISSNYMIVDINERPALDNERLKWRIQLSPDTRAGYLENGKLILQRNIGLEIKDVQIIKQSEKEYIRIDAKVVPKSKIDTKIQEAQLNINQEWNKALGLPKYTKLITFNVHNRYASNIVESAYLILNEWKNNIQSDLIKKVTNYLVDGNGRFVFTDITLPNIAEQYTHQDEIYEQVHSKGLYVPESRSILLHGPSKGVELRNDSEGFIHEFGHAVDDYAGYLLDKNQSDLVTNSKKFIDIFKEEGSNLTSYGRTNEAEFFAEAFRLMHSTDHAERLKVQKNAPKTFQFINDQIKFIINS
PriA SSB inh – inhibitors of Klebsiella pneumoniae PriA binding to SSB C-terminal tail, primary screen, biochemical, AlphaScreen | AlphaScreen SSBct-PriA binding, biotinylated peptide | inhibition, % at 33 µM | 430,000 compounds, 0.6% hits; in the data active means inhibition mostly above about 37%, no sharp cut-off; inactive means mostly below about 20%;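 further: plate controls were negative control peptide for no effect and reference peptide for full effect; strong numbers were not always called active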
BoNT A protease – BoNT/A light chain protease inhibitors, primary screen, biochemical, flow cytometry, MLPCN library. multiplex microsphere protease substrate cleavage. 360,000 compounds, 0.17% hits. inhibition, % at 10 µM. Botulinum neurotoxin type A light chain protease (Clostridium botulinum A str. ATCC 3502); further: plate controls were buffer without enzyme for full effect and enzyme alone for no effect
PfHsp40 rescue – rescue of yeast from PfHsp40 toxicity, primary screen, S. cerevisiae, ATP luminescence | S. cerevisiae expressing PfHsp40, growth rescue | growth rescue, % at 12.5 µM | 340,000 compounds, 0.68% hits | AID 504582, 2011; in the data active means growth rescue above about 28%, passing the limit was not always enough;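 further: yeast W303a lacking pdr1 and pdr3 grown in galactose medium; growth measured after three days at 30 °C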
An asterisk follows results filed as active. Unless noted, no stated cut-off is given here; in the data, active means inhibition above about 30%; inconclusive means no clear call, values can overlap the other calls; inactive means below that. Some of the compounds tested; rates above refer to the full screens.

How did CCCn1cc(S(=O)(=O)c2ccccc2)c(=O)c2cc(CC)ccc21 do in these assays?
PrPC surface inh: -4.4; Yp Topo-I inh: 11.3; 3CLpro inhibitor: -5.3; Vc quorum ag: -0.9; TcdB GH inh: 1.7; Anthrax LF inh2: -2.2; PriA SSB inh: 4.5; BoNT A protease: -0.4; PfHsp40 rescue: -0.4

What do the screens show for `O=C(NCc1cccc(F)c1)c1cccc(OC2CCN(C(=O)C3CC3)CC2)c1`?
PrPC surface inh: 8.0; Yp Topo-I inh: 11.5; 3CLpro inhibitor: 0.0; Vc quorum ag: -0.3; TcdB GH inh: 0.9; Anthrax LF inh2: 0.0; PriA SSB inh: -12.2; BoNT A protease: 2.8; PfHsp40 rescue: 0.6

Results for O=C(Cn1ccc2cc(S(=O)(=O)N3CCCC3)ccc21)NCc1ccccc1 ?
PrPC surface inh: 0.1; Yp Topo-I inh: 4.1; 3CLpro inhibitor: -7.3; Vc quorum ag: -0.4; TcdB GH inh: 0.6; Anthrax LF inh2: -1.9; PriA SSB inh: -16.6; BoNT A protease: 1.5; PfHsp40 rescue: -0.8

What do the screens show for `CC(=O)Nc1ccc(OCc2nnc(-c3ccc(Cl)cc3)o2)cc1`?
PrPC surface inh: 4.4; Yp Topo-I inh: -7.7; 3CLpro inhibitor: -0.8; Vc quorum ag: 0.7; TcdB GH inh: 2.4; Anthrax LF inh2: -5.7; PriA SSB inh: -9.3; BoNT A protease: -0.1; PfHsp40 rescue: -2.5

How did C[C@H](O)[C@@H]1C(=O)N2CCc3ccc(-c4ccccc4)cc3[C@@H]2C[C@@H]1N(C)C(=O)NC1CCCCC1 do in these assays?
PrPC surface inh: -12.0; Yp Topo-I inh: 22.2; Vc quorum ag: -0.7; TcdB GH inh: 1.4; Anthrax LF inh2: -3.6; PriA SSB inh: -4.0; BoNT A protease: 0.2; PfHsp40 rescue: 0.4

Results for CC(=O)Oc1ccc(-c2cccc(C(=O)N3CCCCC3)c2)cc1 ?
PrPC surface inh: 3.2; Yp Topo-I inh: 7.9; 3CLpro inhibitor: -2.9; Vc quorum ag: -0.4; TcdB GH inh: 4.5; Anthrax LF inh2: 8.9; PriA SSB inh: 7.2; BoNT A protease: -1.3; PfHsp40 rescue: -0.3

Results for O=C(CNC(=S)NC(=O)c1cccc([N+](=O)[O-])c1)c1ccccc1 ?
PrPC surface inh: -5.6; Yp Topo-I inh: -5.1; 3CLpro inhibitor: -2.4; Vc quorum ag: -0.5; TcdB GH inh: 0.2; Anthrax LF inh2: -1.1; PriA SSB inh: 9.0; BoNT A protease: -0.2; PfHsp40 rescue: 0.2

Results for COc1ccc(CNC(=O)c2cc(-c3ccccc3OC)on2)cc1 ?
Yp Topo-I inh: -1.0; 3CLpro inhibitor: -3.4; Vc quorum ag: -5.6; TcdB GH inh: 0.9; Anthrax LF inh2: -0.5; PriA SSB inh: -13.5; BoNT A protease: -0.3; PfHsp40 rescue: 2.9

Results for CCCCC(=O)Nc1cccc(-c2csc(-c3ccccc3)n2)c1 ?
PrPC surface inh: 14.8; Yp Topo-I inh: -3.6; 3CLpro inhibitor: -1.7; Vc quorum ag: -0.4; TcdB GH inh: 0.7; Anthrax LF inh2: 0.0; PriA SSB inh: -40.0; BoNT A protease: 1.0; PfHsp40 rescue: 0.4

How did FC(F)(F)c1ccc(-n2cn[nH]c2=S)cc1 do in these assays?
PrPC surface inh: -5.7; Yp Topo-I inh: -5.6; 3CLpro inhibitor: 2.8; Vc quorum ag: inactive; TcdB GH inh: 1.2; Anthrax LF inh2: -11.3; PriA SSB inh: -5.3; BoNT A protease: 0.4; PfHsp40 rescue: 0.7

Arranged by molecular weight (descending): 4 of the compounds above.
Results for O=C(Cn1ccc2cc(S(=O)(=O)N3CCCC3)ccc21)NCc1ccccc1 ?
PrPC surface inh: 0.1; Yp Topo-I inh: 4.1; 3CLpro inhibitor: -7.3; Vc quorum ag: -0.4; TcdB GH inh: 0.6; Anthrax LF inh2: -1.9; PriA SSB inh: -16.6; BoNT A protease: 1.5; PfHsp40 rescue: -0.8

What do the screens show for `O=C(NCc1cccc(F)c1)c1cccc(OC2CCN(C(=O)C3CC3)CC2)c1`?
PrPC surface inh: 8.0; Yp Topo-I inh: 11.5; 3CLpro inhibitor: 0.0; Vc quorum ag: -0.3; TcdB GH inh: 0.9; Anthrax LF inh2: 0.0; PriA SSB inh: -12.2; BoNT A protease: 2.8; PfHsp40 rescue: 0.6

Results for COc1ccc(CNC(=O)c2cc(-c3ccccc3OC)on2)cc1 ?
Yp Topo-I inh: -1.0; 3CLpro inhibitor: -3.4; Vc quorum ag: -5.6; TcdB GH inh: 0.9; Anthrax LF inh2: -0.5; PriA SSB inh: -13.5; BoNT A protease: -0.3; PfHsp40 rescue: 2.9

Results for CC(=O)Oc1ccc(-c2cccc(C(=O)N3CCCCC3)c2)cc1 ?
PrPC surface inh: 3.2; Yp Topo-I inh: 7.9; 3CLpro inhibitor: -2.9; Vc quorum ag: -0.4; TcdB GH inh: 4.5; Anthrax LF inh2: 8.9; PriA SSB inh: 7.2; BoNT A protease: -1.3; PfHsp40 rescue: -0.3

Next part:
Results for NC(=O)NC(CC(=O)NCCCc1ccccc1)c1ccccc1Cl (stereo not drawn) ?
PrPC surface inh: 5.5; Yp Topo-I inh: -6.7; 3CLpro inhibitor: -0.4; Vc quorum ag: 1.4; TcdB GH inh: 1.0; Anthrax LF inh2: -0.6; PriA SSB inh: -5.1; BoNT A protease: -0.9; PfHsp40 rescue: -0.3

How did O=C(NC(=S)Nc1ccc(CN2CCOCC2)cc1)c1ccc(-c2ccc(Cl)cc2)o1 do in these assays?
PrPC surface inh: -1.8; 3CLpro inhibitor: -1.6; TcdB GH inh: 0.8; PriA SSB inh: -0.1

How did CN(C(=O)COC(=O)c1ccccc1OCc1ccc(Cl)cc1)c1c(N)n(Cc2ccccc2)c(=O)[nH]c1=O do in these assays?
PrPC surface inh: 2.5; Yp Topo-I inh: 12.2; Vc quorum ag: -0.5; TcdB GH inh: 1.2; PriA SSB inh: -12.1; PfHsp40 rescue: -0.3

Results for COc1ccc(C(C)=O)cc1COc1ccccc1[N+](=O)[O-] ?
PrPC surface inh: -0.1; Yp Topo-I inh: 4.8; 3CLpro inhibitor: 3.5; Vc quorum ag: -0.3; TcdB GH inh: -0.1; Anthrax LF inh2: 1.0; PriA SSB inh: -19.1; BoNT A protease: -0.3; PfHsp40 rescue: -0.2

How did O=C(NCCc1c[nH]c2ccc(Cl)cc12)c1ccc([N+](=O)[O-])cc1 do in these assays?
PrPC surface inh: -1.4; Yp Topo-I inh: 1.3; 3CLpro inhibitor: -2.7; Vc quorum ag: -0.5; TcdB GH inh: 1.0; Anthrax LF inh2: -1.3; PriA SSB inh: -2.5; BoNT A protease: 0.3; PfHsp40 rescue: -0.6

Results for CCc1nc2scc(-c3cccs3)c2c(=O)o1 ?
PrPC surface inh: 7.6; Yp Topo-I inh: 3.2; 3CLpro inhibitor: 0.9; Vc quorum ag: -0.6; Anthrax LF inh2: -2.9; PriA SSB inh: 2.5; BoNT A protease: -0.3; PfHsp40 rescue: -1.4

Results for CCOC(=O)C(C)(C)Sc1nc2c(cnn2-c2ccc(C)cc2)c(=O)[nH]1 ?
PrPC surface inh: 2.2; Yp Topo-I inh: 0.9; 3CLpro inhibitor: -1.8; Vc quorum ag: -0.2; Anthrax LF inh2: -0.7; PriA SSB inh: 0.5; BoNT A protease: 1.5; PfHsp40 rescue: 1.5

Results for Cc1csc2ncnc(NCCc3ccccn3)c12 ?
PrPC surface inh: 19.9; Yp Topo-I inh: -5.9; 3CLpro inhibitor: 1.7; Vc quorum ag: -0.3; TcdB GH inh: 1.7; Anthrax LF inh2: -0.3; PriA SSB inh: -11.9; BoNT A protease: -0.1; PfHsp40 rescue: -0.4

Results for COCC(=O)Nc1nnc(COc2ccc(Cl)cc2)s1 ?
PrPC surface inh: 2.3; Yp Topo-I inh: 4.8; 3CLpro inhibitor: 0.6; Vc quorum ag: inactive; Anthrax LF inh2: 1.1; PriA SSB inh: -1.9; BoNT A protease: 0.2; PfHsp40 rescue: 0.0

Results for Cc1sc(NC(=O)C2C3CCC(C3)C2C(=O)O)c(C(N)=O)c1-c1ccc(C(C)(C)C)cc1 (stereo not drawn) ?
PrPC surface inh: 0.3; Yp Topo-I inh: -1.7; 3CLpro inhibitor: 6.4; Vc quorum ag: -2.8; TcdB GH inh: 0.0; Anthrax LF inh2: -7.3; PriA SSB inh: 5.3; BoNT A protease: -0.4; PfHsp40 rescue: 0.2

What do the screens show for `CCOc1ccc(-n2cnc3sc(C)c(C)c3c2=O)cc1`?
PrPC surface inh: -3.1; Yp Topo-I inh: -3.1; 3CLpro inhibitor: 1.1; Vc quorum ag: -0.6; TcdB GH inh: -0.1; Anthrax LF inh2: -18.7; PriA SSB inh: 1.4; BoNT A protease: 0.5; PfHsp40 rescue: -0.3

How did O=C(C1CCC1)N1CCc2cc(S(=O)(=O)NCCCN3CCCCC3)ccc21 do in these assays?
PrPC surface inh: -3.3; Yp Topo-I inh: -13.9; 3CLpro inhibitor: 3.1; Vc quorum ag: inactive; TcdB GH inh: 0.7; Anthrax LF inh2: -0.7; PriA SSB inh: -1.1; BoNT A protease: -0.5; PfHsp40 rescue: -1.2

How did ONC(=Nc1ccccc1)c1ccc(Cl)cc1 do in these assays?
PrPC surface inh: -2.1; Yp Topo-I inh: -3.0; 3CLpro inhibitor: -0.3; Vc quorum ag: 16.4; Anthrax LF inh2: -1.4; PriA SSB inh: -3.4; BoNT A protease: 2.3; PfHsp40 rescue: 3.4

Results for CCOc1ccc(CN(C)CC(=O)c2c(N)n(Cc3ccccc3)c(=O)n(CC)c2=O)cc1OC ?
PrPC surface inh: -11.5; Yp Topo-I inh: -3.5; 3CLpro inhibitor: 2.3; Vc quorum ag: -0.7; Anthrax LF inh2: 0.6; PriA SSB inh: -6.1; BoNT A protease: -0.3; PfHsp40 rescue: -1.9

How did CC(C)(C)C(=O)NCCc1nc(-c2ccccc2)no1 do in these assays?
PrPC surface inh: 4.2; Yp Topo-I inh: 2.1; Vc quorum ag: -4.0; Anthrax LF inh2: 2.8; PriA SSB inh: 2.8; BoNT A protease: -0.2; PfHsp40 rescue: 0.3

Results for CC(C)OCC(O)Cn1c(N2CCCC2)nc2c1c(=O)n(C)c(=O)n2C (stereo not drawn) ?
PrPC surface inh: 5.9; Yp Topo-I inh: -5.4; 3CLpro inhibitor: -2.3; Vc quorum ag: 0.7; TcdB GH inh: 1.7; Anthrax LF inh2: -4.6; PriA SSB inh: 1.9; BoNT A protease: -3.0; PfHsp40 rescue: 9.6

What do the screens show for `COc1ccc(/C=N/NS(C)(=O)=O)c(OC)c1`?
PrPC surface inh: -1.5; Yp Topo-I inh: -3.3; 3CLpro inhibitor: 4.7; Vc quorum ag: -1.8; TcdB GH inh: 0.9; Anthrax LF inh2: 1.0; BoNT A protease: 0.5; PfHsp40 rescue: 1.0

How did C[C@H](NS(=O)(=O)c1ccc2c(c1)OCCCO2)C(=O)N1CCN(Cc2ccc(C#N)cc2)CC1 do in these assays?
PrPC surface inh: 10.4; Yp Topo-I inh: 0.4; Vc quorum ag: -0.8; TcdB GH inh: -0.6; Anthrax LF inh2: 3.6; PriA SSB inh: 3.9; BoNT A protease: 2.1; PfHsp40 rescue: -0.1

How did CCOC(=O)N1CCN(Cc2nc3cc(NC(=O)CC)ccc3n2C)CC1 do in these assays?
PrPC surface inh: 3.3; Yp Topo-I inh: 3.2; 3CLpro inhibitor: 1.5; Vc quorum ag: -15.4; TcdB GH inh: 0.6; Anthrax LF inh2: -7.1; PriA SSB inh: -10.6; BoNT A protease: 0.4; PfHsp40 rescue: -1.8
